IL1B secr inh: qHTS for Inhibitors of Inflammasome Signaling: IL-1-beta AlphaLISA Primary Screen; activity change, % at 57.5 µM; 4.7% of 360,000 active; THP-1 LPS/ATP IL-1B secretion, AlphaLISA, 16 h; hits give low values; in the data active = activity change below about -50%; inconclusive = mostly about -30% to -49%; note: % is set by controls: 0 for no effect and ±100 for the full control effect
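Secreted IL-1B measured by AlphaLISA bead assay after 16 h compound exposure of THP-1 cells; compounds (final up to 57.5 uM) added 1 h before LPS (250 ng/mL) and ATP (1.25 mM) stimulation; lower signal means less secretion.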
KB-V1 MDR tox: qHTS assay for MDR1-selective chemotherapeutics: Primary screen using the drug-selected MDR subline cells KB-V1; KB-V1 MDR cells viability, CellTiter-Glo, 72 h; Potency, µM (series often up to 46.1 µM), inactives show top-dose activity change, negative = cytotoxicity, most hits filed as cytotoxic; 3.4% of 400,000 active; note: potency is the fitted concentration of half-maximal effect; % is set by controls: 0 for no effect and ±100 for the full control effect; nearly all actives have a fitted effect of over 60% in size
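Cytotoxicity toward P-gp-expressing KB-V1 cells was determined as loss of CellTiter-Glo luminescence after 72 h at 37 degrees C. Compounds were tested in quantitative HTS format across a concentration range, with curves fitted to normalized data.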
WRN helicase inh: qHTS for Inhibitors of WRN Helicase. Potency, µM (series often up to 114 µM), for the others: top-dose activity change, negative = inhibition, hits mostly inhibitors. Bifunctional 3'-5' exonuclease/ATP-dependent helicase WRN (Homo sapiens), Q14191. WRN helicase unwinding, fluorescent forked duplex, kinetic. 0.46% of 360,000 active; note: potency is the fitted concentration of half-maximal effect; % is set by controls: 0 for no effect and ±100 for the full control effect; nearly all actives have a fitted effect of over 55% in size
Target sequence (Q14191 whole entry, looked up): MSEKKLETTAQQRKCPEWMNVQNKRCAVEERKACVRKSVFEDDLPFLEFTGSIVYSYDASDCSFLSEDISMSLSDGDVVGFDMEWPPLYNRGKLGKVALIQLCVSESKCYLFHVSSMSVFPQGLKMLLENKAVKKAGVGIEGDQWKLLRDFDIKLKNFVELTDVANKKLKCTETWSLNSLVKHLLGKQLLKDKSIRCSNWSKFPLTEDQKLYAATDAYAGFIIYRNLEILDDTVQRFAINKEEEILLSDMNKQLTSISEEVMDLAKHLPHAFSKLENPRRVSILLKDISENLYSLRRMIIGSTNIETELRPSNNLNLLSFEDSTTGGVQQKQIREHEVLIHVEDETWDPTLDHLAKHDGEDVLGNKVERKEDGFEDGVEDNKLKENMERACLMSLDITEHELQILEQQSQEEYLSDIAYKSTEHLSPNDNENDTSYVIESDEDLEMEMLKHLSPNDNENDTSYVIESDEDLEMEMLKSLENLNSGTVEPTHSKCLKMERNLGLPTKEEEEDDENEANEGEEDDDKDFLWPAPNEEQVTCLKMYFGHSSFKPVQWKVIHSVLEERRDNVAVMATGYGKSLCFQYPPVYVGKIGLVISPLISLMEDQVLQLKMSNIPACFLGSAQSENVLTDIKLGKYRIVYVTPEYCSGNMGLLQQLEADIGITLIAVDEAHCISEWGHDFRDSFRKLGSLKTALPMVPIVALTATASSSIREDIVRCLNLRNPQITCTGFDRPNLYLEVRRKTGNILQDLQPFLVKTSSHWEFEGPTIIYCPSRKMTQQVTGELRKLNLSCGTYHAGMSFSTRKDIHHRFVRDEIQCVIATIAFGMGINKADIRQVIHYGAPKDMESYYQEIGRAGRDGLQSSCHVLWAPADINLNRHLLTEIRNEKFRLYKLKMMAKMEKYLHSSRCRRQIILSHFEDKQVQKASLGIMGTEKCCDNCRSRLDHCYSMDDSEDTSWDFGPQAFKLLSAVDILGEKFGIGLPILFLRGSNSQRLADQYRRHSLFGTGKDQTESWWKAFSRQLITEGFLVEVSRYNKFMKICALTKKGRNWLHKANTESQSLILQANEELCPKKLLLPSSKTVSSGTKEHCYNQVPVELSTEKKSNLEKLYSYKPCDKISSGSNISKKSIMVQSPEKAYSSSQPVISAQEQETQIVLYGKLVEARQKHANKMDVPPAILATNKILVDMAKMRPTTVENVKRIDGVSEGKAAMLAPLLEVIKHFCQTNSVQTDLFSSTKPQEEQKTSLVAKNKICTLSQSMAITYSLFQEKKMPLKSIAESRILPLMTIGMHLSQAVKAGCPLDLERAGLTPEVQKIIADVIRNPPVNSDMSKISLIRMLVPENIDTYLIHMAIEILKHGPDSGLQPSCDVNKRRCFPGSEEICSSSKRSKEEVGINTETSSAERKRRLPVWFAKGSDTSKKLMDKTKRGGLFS
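Kinetic red-fluorescence monitoring (525/598 nm) tracks WRN helicase activity after 100 nM fluorophore-quencher forked duplex and 2 mM ATP are added to 20 nM enzyme pretreated 15 min at room temperature with compound.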
HT1080-NT tox: qHTS for induction of synthetic lethality in tumor cells producing 2HG: qHTS for the HT-1080-NT fibrosarcoma cell line; HT-1080-NT fibrosarcoma viability, CellTiter-Glo ATP luminescence, 48 h; Potency, µM (series often up to 46.1 µM), for inactives: top-dose activity, negative = less viability, hits mostly cytotoxic; 1.6% of 360,000 active;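 note: NT is the 2HG producing partner of a matched IDH1 knockdown line; potency is the fitted concentration of half-maximal effect; 0% = DMSO-treated cells and -100% = media-only wells without cells; nearly all actives have a fitted effect of over 55% in size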
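Fibrosarcoma NT cells, 750 per well in 5% FBS RPMI, were exposed to compound for 48 hours. Viability: CellTiter-Glo luminescence.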
SW480 rereplic: A quantitative high throughput screen for small molecules that induce DNA re-replication in SW480 colon adenocarcinoma cells; SW480 DNA re-replication, Hoechst DNA content imaging, 48 h; Potency, µM (titrated, usually from 46.1 µM), for inactives: at the top dose re-replication activation, most hits filed as activators; 1.8% of 340,000 active; note: potency is the fitted concentration of half-maximal effect; % of control where 0% means no effect; nearly all actives have a fitted effect of over 55% in size
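Cells (250 per well) received 23 nL compound or DMSO by pin tool and were kept 48 hr at 37 C, 5% CO2. Nuclei were then stained with Hoechst for 40 min and scanned for DNA content.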
ATXN2 expr inh: Primary qHTS for Inhibitors of ATXN expression | HEK-293 ATXN2-luciferase reporter, luminescence, 24 h | Potency, µM (titrated, usually from 57 µM), inactives show top-dose activity change, negative = inhibition, hits mostly inhibitors | 0.72% of 360,000 active; note: potency is the fitted concentration of half-maximal effect; % is set by controls: 0 for no effect and ±100 for the full control effect; nearly all actives have a fitted effect of over 55% in size
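qHTS (up to 57 uM final) was run with 24 h compound exposure of reporter cells at 37 °C. Each well was multiplexed: SteadyGlo luminescence measured ATXN2-luciferase expression after a fluorogenic Gly-Phe-AFC viability readout (25 uM final).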
HT1080 IDH1KD tx: qHTS for induction of synthetic lethality in tumor cells producing 2HG: qHTS for the HT-1080-IDH1KD cell line; HT-1080 IDH1 knockdown viability, ATP luminescence, 48 h; Potency, µM (doses to about 46.1 µM), inactives show at the highest dose activity, negative = toxicity, actives largely listed as cytotoxic; 2% of 360,000 active;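 note: potency is the fitted concentration of half-maximal effect; 0% = DMSO wells and -100% = cell-free medium wells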
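HT-1080-IDH1KD cells (IDH1 knocked down), 750/well in RPMI with 5% FBS, treated with compound 48 h at 37 degrees C. Viability by CellTiter-Glo luminescence, normalised to DMSO and no-cell wells; concentration-response curves classed.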
KB-3-1 tox: qHTS assay for MDR1-selective chemotherapeutics: Primary screen using the parental adenocarcinoma cell KB-3-1. 1.4% of 400,000 active. KB-3-1 viability, CellTiter-Glo ATP luminescence, 72 h. Potency, µM (highest dose often 46.1 µM), without a hit: top-dose activity change, negative = cytotoxic, most hits filed as cytotoxic. AID 1347075, 2019; note: potency is the fitted concentration of half-maximal effect; % is set by controls: 0 for no effect and ±100 for the full control effect; nearly all actives have a fitted effect of over 60% in size
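Here the drug-naive KB-3-1 line serves as comparator for MDR sub-line selectivity; cells received compound titrations, 72 h at 37 °C, then CellTiter-Glo readout.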
MCF10A rerep: A quantitative high throughput screen for small molecules that induce DNA re-replication in MCF 10a normal breast cells; MCF 10A DNA re-replication, Hoechst nuclear intensity, 48 h; Potency, µM (doses to about 46.1 µM), inactives show top-dose activity, positive = re-replication, actives largely listed as activators; 2.9% of 350,000 active; note: potency is the fitted concentration of half-maximal effect; % of control where 0% means no effect; nearly all actives have a fitted effect of over 50% in size
Starred values were filed as active, the others as inactive; u = inconclusive; x = no result given; [ ] = remark or other dose. Unless noted, calls come from the whole dose curve; as a rule, active = well fitted curve in the direction sought with a large enough effect; inconclusive = small, poorly fitted or top-dose-only effect, or another doubt; inactive = no such curve, though single readings can be large; an effect the other way counts as inactive or inconclusive. Compounds were not picked by outcome; overall some 12% were active at least once.

SMILES	IL1B secr inh	KB-V1 MDR tox	WRN helicase inh	HT1080-NT tox	SW480 rereplic	ATXN2 expr inh	HT1080 IDH1KD tx	KB-3-1 tox	MCF10A rerep
CC(=O)N1c2ccc(S(=O)(=O)N3CCC(C(=O)NC4CCCC(C)C4C)CC3)cc2CC1C (configuration not stated)	-11	8%	5%	14%	-7%	0%	9%	1%	4%
Cc1nc2scc(-c3ccccc3)c2c(=O)n1N=C1C=CC(=O)C=C1	-71*	u	u	18µM*	u	8%[11.3 µM]	u	-14%	u
CC(=O)NN1C(=O)c2ccccc2NC1c1ccccn1 (configuration not stated)	23	31%	-1%	12%	-10%	-1%	18%	2%	2%
Nc1ccc(C(=O)OCc2nc3ccccc3[nH]2)cc1	-6	2%	6%	5%	2%	13%	16%	2%	u
CCc1cc2cc(C)c(C)cc2nc1SCC(=O)NNC(=O)c1ccco1	2	-16%	-18%	-8%	-13%	1%	-19%	-13%	4%
O=C(Nc1cc(S(=O)(=O)Nc2ccc(Cl)cc2)ccc1O)c1ccc(F)cc1F	10	23µM*	u	3%	-3%	-12%	-6%	u	u
Cc1cccn2c(=O)c(C(=O)NCCCN3CC(C)CC(C)C3)c(O)nc12 (configuration not stated)	-3	-26%	0%	0%	u	8%	8%	-2%	-1%
Cn1c(=O)c(C(=O)CN2CCc3ccccc32)c(N)n(Cc2ccccc2)c1=O	32	-5%	4%	-2%	-6%	-30%	-17%	-1%	-8%
O=C(NCCc1ccccc1)c1cc([N+](=O)[O-])ccc1N1CCOCC1	-18	-14%	4%	-10%	4%	2%	-2%	-2%	1%
Cc1ccc(OCC(=O)NNC(=O)C2CSC3(C)CCC(=O)N23)cc1C (configuration not stated)	-3	6%	2%	12%	-5%	-3%	6%	0%	1%

IL1B secr inh, hit marks shown above
molecule	IL1B secr inh	WRN helicase inh	SW480 rereplic
Cc1nc2scc(-c3ccccc3)c2c(=O)n1N=C1C=CC(=O)C=C1	-71*	u	u

Other structures.
SMILES	IL1B secr inh	KB-V1 MDR tox	WRN helicase inh	HT1080-NT tox	SW480 rereplic	ATXN2 expr inh	HT1080 IDH1KD tx	KB-3-1 tox	MCF10A rerep
OCC1(Cc2ccccc2)CCN(C2CCN(c3ccccc3F)CC2)CC1	-85*	u	0%	-13%	-5%	-26%	2%	6%	u
OC[C@@H]1CN(Cc2ccco2)C[C@H](n2cnc3c(NC4CC4)ncnc32)O1	7	4%	-3%	1%	x	17%	1%	0%	x
O=C(Nc1ccccc1-c1nnn(CC(=O)N2CCc3ccccc3C2)n1)C1CCC1	28	-10%	6%	13%	-8%	0%	15%	5%	2%
Cc1cc(N2CCOCC2)nc2ccc(NC(=O)CCC(=O)N3CCN(c4ccccc4F)CC3)cc12	7	u	-2%	u	-11%	11%	-12%	0%	13%
Cc1cc(=O)[nH]c(SCC(=O)Nc2nonc2C)n1	19	-2%	-4%	12%	2%	-3%	-1%	0%	-1%
CCN(CCCNC(=O)CCCOc1cc(=O)n(C)c2ccccc12)Cc1ccccc1	17	7%	-1%	-17%	4%	x	4%	2%	u
O=c1ccn([C@@H]2O[C@H](CNCc3cccn3-c3ccncc3)[C@@H](O)[C@H]2O)c(=O)[nH]1	0	-38%	4%	-17%	x	9%	3%	-24%	x
CC(=O)c1cc2c(C)c(C(=O)c3ccccc3)oc2cc1O	-30	-5%	-13%	-10%	1%	80%[activator]	-17%	5%	13%
O=C(/C=C/c1ccc(Cl)cc1)NC(=S)Nc1ccc(C(=O)O)cc1	-17	1%	6%	14%	2%	-15%	7%	2%	2%
O=C(NCN1C(=O)C2C3C=CC(C3)C2C1=O)Nc1nncs1 (configuration not stated)	20	26%	5%	1%	-1%[9.22 µM]	-4%	0%	22%	-1%
Cc1cccc(/C=N/NC(=O)Cn2nc(C)cc2C)n1	-4	2%	-31%[57.1 µM]	-5%	-7%	-16%	-1%	u	u
O=C(N/N=C/c1ccccc1C(=O)O)c1cccc(S(=O)(=O)N2CCCCC2)c1	15	8%	3%	7%	u	0%	-1%	-1%	-9%
CC1(C(=O)NS(=O)(=O)c2ccccc2Cl)CCN1C(=O)CC1CC1 (configuration not stated)	37	-5%	6%[57.1 µM]	19%	x	-4%	16%	10%	x
CCC(C)C(N=C1NS(=O)(=O)c2ccccc21)C(=O)N1CCC(C)CC1 (configuration not stated)	-16	0%	-1%	-9%	-40%[inhibitor]	14%	-6%	-3%	12%
O=C(COC(=O)C1(c2ccc(Cl)cc2)CCCC1)N1CCc2ccccc21	-4	-27%	2%	-3%	8%	-6%	-3%	u	5%
COc1cc(OC)nc(/N=C/N(C)C)n1	2	0%	4%	18%	-5%	-19%	2%	-5%	17%
Cc1ccc(NC(=O)c2sc3ncn(CC(=O)N4CCN(c5ccccn5)CC4)c(=O)c3c2C)cc1	19	20%	-3%	3%	x	x	2%	1%	x
COc1ccc(C)cc1NC(=O)C1CCN(S(=O)(=O)c2ccc3c(c2)NC(=O)CO3)CC1	-1	-8%	-1%	-4%	-7%	-11%	2%	-11%	7%
Cc1ccc([C@H]2C[C@H](n3cc(C4CC4)nn3)[C@@H](O)CN2C(=O)c2cccs2)cc1	0	-8%	-1%	22%	x	5%	1%	-7%	x
CCC1(C)CC(c2nc(-c3ccc(OC)cc3)cs2)CCS1 (configuration not stated)	26	3%	-16%[57.1 µM]	3%	-2%	4%	-3%	-13%	u

Part of the list above with just KB-3-1 tox:
| mol | KB-3-1 tox |
| --- | --- |
| Cc1ccc([C@H]2C[C@H](n3cc(C4CC4)nn3)[C@@H](O)CN2C(=O)c2cccs2)cc1 | -7% |
| CCC1(C)CC(c2nc(-c3ccc(OC)cc3)cs2)CCS1 (configuration not stated) | -13% |

Later entries
SMILES	IL1B secr inh	KB-V1 MDR tox	WRN helicase inh	HT1080-NT tox	SW480 rereplic	ATXN2 expr inh	HT1080 IDH1KD tx	KB-3-1 tox	MCF10A rerep
CC(=O)Nc1nc(SCc2ccc(Cl)cc2Cl)n[nH]1	-3	3%	6%	0%	-6%	9%	2%	18%	-2%
C[C@H](CO)N1C[C@H](C)[C@H](CN(C)S(=O)(=O)c2cccs2)OCc2cnnn2CCCC1=O	16	6%	7%	4%	x	1%	-2%	u	x
O=C(CN1CCN(c2ccccn2)CC1)Nc1cccc(S(=O)(=O)N2CCCC2)c1	2	-26%	-6%	-3%	8%	x	-7%	-3%	-3%
Cc1ccc(C(=O)O/N=C(\N)c2ccc(Br)cc2)cc1	-13	0%	-2%[57.1 µM]	9%	-4%	43%[activator]	12%	9%	-7%
COc1ccc(CCC(C)Nc2cccc(F)c2)cc1 (configuration not stated)	27	3%	-7%	4%[9.24 µM]	7%	5%	-7%	-15%	-1%
COc1ccccc1N1CCN(C(=O)c2sc3nc(C)nc(N4CCN(c5ccccn5)CC4)c3c2C)CC1	-73*	u	-9%	u	13%	u	u	u	u
NC(=O)CSc1nc2ccccc2c(=O)n1Cc1ccco1	-1	-1%	-3%	8%	-5%	-19%	-2%	0%	1%
Cc1cccc(NC(=O)CN(C)C(=O)c2ccc(N3CCCCCC3)c([N+](=O)[O-])c2)c1C	-26	-16%	-5%	-29%	0%	-14%	-13%	-4%	10%
COc1ccc(CCN=Cc2c(C)[nH]n(-c3ccc([N+](=O)[O-])cc3)c2=O)cc1OC	20	0%	-1%	0%	-4%	2%	15%	8%	-7%
C=Cc1ccc(CC2(C)C(=O)Nc3ccc(-c4cccnc4)cc32)cc1 (configuration not stated)	60	u	-11%	u	x	-3%	-20%	u	x
Cc1cc(Cn2nc(-c3ccccc3)cc2C(=O)NCc2cccc(C(F)(F)F)c2)on1	48	-46%	-7%	u	3%	u	u	8%	u
CCCCC(=O)Nc1cc(OCC)c(NC(=S)NC)cc1OCC	4	-4%	-2%	21%	-4%	6%	20%	-2%	-6%
COc1ccc(Cl)cc1C(=O)n1nc(C)cc1C	25	20%	0%	4%	-1%	-2%	4%	7%	-2%
COc1ccc(NC(=O)c2ccc(NC3=NC4CS(=O)(=O)CC4S3)cc2)cc1 (configuration not stated)	6	17%	8%	5%	-1%	3%	6%	-2%	14%
COc1ccc(Oc2coc3cc(OC(=O)/C=C/c4ccccc4)ccc3c2=O)cc1	0	-18%	-19%	0%	-6%	0%	0%	4%	-11%
Cc1ccc2oc(C(=O)N3CCN(C)C[C@@H]3C(C)C)c(C)c2c1	15	2%	4%	3%	-3%	36%	5%	7%	13%
Cc1ccccc1NC(=O)Cc1nc(COC(=O)c2cc([N+](=O)[O-])ccc2NCCO)cs1	u	-13%	-3%	-11%	-7%	-8%	-9%	-6%	u
CCOC(=O)C1=CN(Cc2cccc(-c3ccc(F)cc3)c2)S(=O)(=O)N(C)C1C (configuration not stated)	-3	u	-4%	-12%	-12%	-5%	-10%	u	u
Cc1cccc(C(=O)NC2=NCCS2)c1	-13	26%	-2%	0%	6.5µM*	-39%	4%	-3%	u
O=C(c1nn(-c2ccccc2)c(=O)c2ccccc12)N1CCN(c2ccccn2)CC1	-12	0%	-7%	10%[9.24 µM]	-4%	-4%	2%	-13%	13%

Screening data as filed in PubChem BioAssay.
